GPR151 activ: human GPR151 activation; PathHunter beta-arrestin GPR151 cells, luminescence; activation, % at 11.2 µM; 650,000 compounds, 1% hits; Q8TDV0; in the data active = activation above about 4.9%;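 note: 0% = median of compound wells and 100% = cells with positive control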
Target sequence (Q8TDV0 whole entry, looked up): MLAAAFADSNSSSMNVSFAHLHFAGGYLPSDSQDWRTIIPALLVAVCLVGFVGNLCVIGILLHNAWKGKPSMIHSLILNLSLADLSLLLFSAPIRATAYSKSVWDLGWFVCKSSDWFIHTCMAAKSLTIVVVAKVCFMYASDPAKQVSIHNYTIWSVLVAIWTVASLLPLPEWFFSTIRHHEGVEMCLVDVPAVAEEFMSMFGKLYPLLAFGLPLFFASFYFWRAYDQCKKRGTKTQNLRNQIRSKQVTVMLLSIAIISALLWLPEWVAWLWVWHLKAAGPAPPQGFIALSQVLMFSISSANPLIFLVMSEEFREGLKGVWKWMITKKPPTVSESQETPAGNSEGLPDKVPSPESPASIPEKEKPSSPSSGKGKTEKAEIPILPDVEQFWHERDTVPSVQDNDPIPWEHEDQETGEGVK
FBW7 activator: human FBW7 E3 ligase activation, primary screen; AID 1259310; AlphaScreen FBW7–phospho-cyclin E peptide binding, activator screen; 650,000 compounds, 0.13% hits; normalized activity (activation), % at 26.1 µM; in the data active = normalized activity above about 1.9%;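 note: purified mutant Fbw7 with reduced substrate affinity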
Target sequence (Q969H0 whole entry, looked up): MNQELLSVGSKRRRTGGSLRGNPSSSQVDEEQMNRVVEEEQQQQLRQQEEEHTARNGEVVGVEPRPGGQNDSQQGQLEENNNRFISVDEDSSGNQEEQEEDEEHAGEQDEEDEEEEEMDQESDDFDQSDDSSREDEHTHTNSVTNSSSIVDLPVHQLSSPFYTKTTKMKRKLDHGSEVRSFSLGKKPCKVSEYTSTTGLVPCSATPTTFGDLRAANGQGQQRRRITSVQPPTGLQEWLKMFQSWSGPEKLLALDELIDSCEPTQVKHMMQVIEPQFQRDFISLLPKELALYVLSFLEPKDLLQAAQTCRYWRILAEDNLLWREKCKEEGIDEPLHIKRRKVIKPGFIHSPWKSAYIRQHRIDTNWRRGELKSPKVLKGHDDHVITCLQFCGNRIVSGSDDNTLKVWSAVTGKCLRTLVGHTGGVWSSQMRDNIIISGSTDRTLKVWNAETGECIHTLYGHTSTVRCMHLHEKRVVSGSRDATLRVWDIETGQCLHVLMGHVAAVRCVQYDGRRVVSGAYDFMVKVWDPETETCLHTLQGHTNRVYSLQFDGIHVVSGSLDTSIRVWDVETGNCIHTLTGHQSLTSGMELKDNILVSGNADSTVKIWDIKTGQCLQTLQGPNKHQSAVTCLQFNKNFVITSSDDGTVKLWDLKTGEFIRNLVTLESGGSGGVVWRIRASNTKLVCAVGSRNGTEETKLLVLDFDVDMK
MITF inh: inhibitors of human MITF | inhibition, % at 2.6 µM | 650,000 compounds, 0.91% hits | AlphaScreen MITF homodimerization, bead proximity signal | AID 1259374; in the data active = inhibition above about 50%;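 note: 0% = vehicle wells with protein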
TEAD-YAP inh: TEAD-YAP interaction inhibition; 640,000 compounds, 1.4% hits; inhibition, % at 9.12 µM; HEK-TIYL cells, TEAD-Gal4/YAP UAS-luciferase luminescence; in the data active = inhibition above about 32%;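 note: 0% = median of test compound wells and 100% = reference inhibitor wells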
Numbers without * were called inactive. Rows were taken by chance; overall some 3.4% were active at least once.

canonical_smiles | GPR151 activ | FBW7 activator | MITF inh | TEAD-YAP inh
c1ccc(C(Sc2nnc3ccccn23)c2ccccc2)cc1 | -0.6 | 0.1 | -2 | -26
Cc1sc2nc(C)n(C3CCN(C(=O)CCn4ncc5ccccc54)CC3)c(=O)c2c1C | 0.7 | 0.2 | 1 | 5
Cc1cccc(NC2=NC3CS(=O)(=O)CC3S2)c1 (stereo not given) | -0.3 | 0.0 | 4 | 9
O=S(=O)(NCc1ccccn1)c1ccc(Cl)c(C(F)(F)F)c1 | 0.3 | 0.1 | 4 | -5
CSc1cccc(N2C(=O)CSC2=O)c1 | -0.9 | -0.1 | -2 | -4
Cc1[nH]c(=S)n(CC2CCCO2)c1C (stereo not given) | -0.2 | -0.1 | -2 | 6
Cc1ccc2c(c1)-c1onc(C(=O)N3C(C)CCCC3C)c1CO2 (stereo not given) | -0.9 | -0.1 | -3 | -23
CCOC(=O)c1ccc(NS(=O)(=O)c2coc(C(N)=O)c2)cc1 | -0.7 | 0.5 | 10 | 3
COc1ccc(C(=O)NC(C)C(c2cccs2)N2CCOCC2)cc1OC (stereo not given) | 1.8 | -0.1 | -5 | 2
COC(=O)CSC1=C(C#N)C(c2ccc(OC)c(OC)c2)CC(=O)N1 (stereo not given) | 0.5 | -0.1 | 5 | -1
COc1ccccc1CN(C(C)=O)c1ccc(N2CCOCC2)c(Cl)c1 | -0.9 | 0.1 | -16 | 6
CC1CCC(NC(=O)c2nnc(-c3ccccc3)o2)CC1 (stereo not given) | -1.8 | 0.1 | 5 | 14
O=C(CN1CCN(S(=O)(=O)c2cccc([N+](=O)[O-])c2)CC1)c1ccc2c(c1)OCO2 | 0.6 | 0.1 | 17 | 5
COc1ccc(-c2cnc(N)n2C)cc1 | 0.6 | -0.7 | 18 | 0
O=C(CSc1nnnn1-c1ccccc1)Nc1ccc2[nH]c(=O)[nH]c2c1 | 0.7 | 0.0 | -2 | 0
Cc1nc(NCCNC(=O)COc2ccc(Cl)cc2)cc(-n2cccn2)n1 | 1.8 | -0.2 | 2 | -6
COc1cccc(OCCn2cccc2/C=C2/C(=N)N3OC(C)=CC3=NC2=O)c1 | 0.4 | -0.3 | 5 | 3
Cc1cc(OCCn2ccnc2)ccc1C(C)C | 1.7 | 0.4 | 45 | -2
COc1ccc(-c2cc(=O)oc3cc(OC(=O)C4CC4)ccc23)cc1 | -0.4 | 0.1 | -26 | 29
COCCn1c(SCC(=O)N2CCCC2=O)nnc1-c1ccncc1 | 5.3* | -0.1 | 9 | 12
CCCNC(=O)c1cc2sccc2n1C | -0.3 | 0.1 | -5 | 9
Cc1ncc2c(c1CNC(=O)c1cc3ccccc3[nH]1)CCN(C(=O)CCCN(C)C)C2 | 0.0 | -0.3 | 4 | 1
NC(=O)c1ccccc1N/C=C/C(=O)c1ccc(F)cc1 | -2.2 | -0.3 | -1 | -27
CCC(=O)N1CCC2(CC1)CC2C(=O)Nc1cc(C)cc(C)c1 (stereo not given) | -0.2 | -0.1 | 16 | -2
N#Cc1cc2c(nc1SCC(=O)O)CCCC2 | -0.6 | 0.3 | 4 | 11
COc1cccc(CN2CCN(Cc3ccc(C)cc3)CC2)c1OC | 0.1 | -0.2 | 76* | -4
CCOC(=O)c1ccc(NC(=O)C(C)N2c3cccc4cccc(c34)S2(=O)=O)cc1 (stereo not given) | -0.7 | 0.2 | 5 | -4
CCOc1ccc(S(=O)(=O)Nc2ccccc2SC)cc1 | -0.1 | 0.6 | 14 | 6
COC(=O)c1nn(-c2nc(-c3ccco3)cc(C(F)(F)F)n2)cc1[N+](=O)[O-] | 0.2 | 0.0 | -5 | -2
O=C(C1CC1)N1CCC(Cn2nc(-c3ccccc3)ccc2=O)CC1 | 2.9 | -0.1 | 8 | -3
O=C(CSc1nc2ccccc2c(=O)n1C1CC1)Nc1cc(C(F)(F)F)ccc1Cl | -0.7 | -0.2 | -10 | -2
Cn1nnnc1SCc1nc2ccccc2s1 | -1.4 | 0.0 | 8 | -25
N#CC1=C(N)Oc2n[nH]c(-c3ccc(Cl)c(Cl)c3)c2C1c1ccc(OCc2ccccc2F)cc1 (stereo not given) | -0.7 | -0.3 | -22 | -32
COc1ccc(CN2CCN(Cc3ccc(C(F)(F)F)cc3)CC2)cc1 | 0.7 | 0.0 | 86* | 7
CC(C)(C)C(=O)CSc1nnc(-c2ccccc2)n1Cc1ccccc1 | -0.4 | 0.0 | -4 | -27
NC(=O)C1CCCN(S(=O)(=O)c2ccc(S(N)(=O)=O)cc2)C1 (stereo not given) | 1.0 | 0.1 | -5 | 13
COc1ccc(-c2nc3n(c2NC(C)(C)C)CCN(C(=O)c2cnccn2)C3)cc1 | -1.1 | -0.1 | 5 | -9
CCc1ccccc1Nc1cc(C(=O)NCC2CCCO2)c2ccccc2n1 (stereo not given) | 0.4 | 0.1 | 6 | 13
CCCCCc1nc(-c2ccccn2)no1 | -0.6 | 0.1 | -2 | -50
CCCCCCOC(=O)C1=C(C)NC(=O)NC1c1ccccc1 (stereo not given) | 0.1 | 0.7 | 5 | -1

The closing five compounds of the section above are carried over, then new ones follow:
canonical_smiles | GPR151 activ | FBW7 activator | MITF inh | TEAD-YAP inh
NC(=O)C1CCCN(S(=O)(=O)c2ccc(S(N)(=O)=O)cc2)C1 (stereo not given) | 1.0 | 0.1 | -5 | 13
COc1ccc(-c2nc3n(c2NC(C)(C)C)CCN(C(=O)c2cnccn2)C3)cc1 | -1.1 | -0.1 | 5 | -9
CCc1ccccc1Nc1cc(C(=O)NCC2CCCO2)c2ccccc2n1 (stereo not given) | 0.4 | 0.1 | 6 | 13
CCCCCc1nc(-c2ccccn2)no1 | -0.6 | 0.1 | -2 | -50
CCCCCCOC(=O)C1=C(C)NC(=O)NC1c1ccccc1 (stereo not given) | 0.1 | 0.7 | 5 | -1
Cc1ccccc1OCC(=O)N1C(=O)c2cccc(N)c2C1=O | -0.9 | 0.2 | 4 | -18
O=[N+]([O-])c1ccc(-c2nc(-c3ccccc3)c(-c3cccs3)[nH]2)s1 | -2.2 | -0.1 | 20 | 21
COc1ccc(-c2nc(NCCOc3ccccc3)nc(OC)n2)cn1 | 0.7 | 0.4 | -3 | -3
FC(F)(F)c1cccc(Cc2c[nH]c(=S)s2)c1 | 1.4 | -0.2 | -10 | 15
Cn1cc([N+](=O)[O-])c(C(=O)NNC(=O)c2ccc([N+](=O)[O-])cc2)n1 | -0.1 | 0.6 | 8 | 3
CCOc1ccc(C(=O)NNC(=O)CC(c2ccccc2)c2ccccc2)cc1 | -0.6 | 0.6 | 12 | -9
COc1ccc(C)cc1-n1c(-c2ccncc2)n[nH]c1=S | 2.3 | 0.8 | 8 | 2
Cc1cccc(C)c1NS(=O)(=O)c1ccc(C2CNC(=O)C2)cc1 (stereo not given) | 0.5 | 0.0 | -2 | 5
CC(C)(C)n1nnnc1C(c1ccncc1)N1CCCCCC1 (stereo not given) | -2.0 | 0.7 | 19 | 0
O=C1N[C@@H](Cc2ccccc2)C(=O)N2CCN(C(=O)Oc3ccccc3)C[C@H]12 | -0.2 | 0.1 | 6 | 6
CCNC(=O)C(=O)NCC(c1ccco1)N1CCN(c2ccccc2)CC1 (stereo not given) | -0.8 | 0.0 | 0 | -9
Cc1c(C(=O)NC2CCCCC2)sc2ncnc(N3CCN(c4ccccc4)CC3)c12 | 0.3 | 1.8 | 23 | -2
Cc1ccc(NC(=O)c2cc(S(=O)(=O)NCc3ccccc3)ccc2F)cc1Cl | -1.0 | 0.1 | 14 | 6
NS(=O)(=O)c1ccc(NC(=O)Nc2c(Cl)cccc2Cl)cc1 | -0.9 | -0.2 | -3 | -1
COc1cc(Nc2nc3c(NC4CCN(Cc5ccccc5)CC4)ncnc3n2C(C)C)cc(OC)c1OC | 0.5 | -0.2 | -7 | 2
CCOC(=O)N1CCN(c2c(N3CCN(c4ccccc4)CC3)c(=O)c2=O)CC1 | -1.4 | 0.1 | 19 | -1
CCOC(=O)CC1(O)CSc2nc3sc4c(c3c(=O)n21)CCCC4 (stereo not given) | -1.6 | -0.1 | -4 | -3
N#CC1=C(SCC(=O)Nc2ccccc2[N+](=O)[O-])NC(=O)CC1c1ccco1 (stereo not given) | 1.0 | -0.1 | 2 | 18
Cc1ccc(-c2csc(NC(=O)/C=C/c3cccs3)n2)o1 | 0.6 | 0.1 | -6 | -16
Cc1ccc(-c2nc(C)c(CCNC(=O)C(=O)Nc3ccccc3C#N)s2)cc1 | 0.0 | 0.1 | 7 | -3
CCOC(=O)c1sc2nc(SCc3ccccc3Cl)n(Cc3ccco3)c(=O)c2c1C | -0.7 | 0.0 | -10 | -1
CC(C)C(NS(C)(=O)=O)c1nnc2n1CCN(Cc1ccccc1Cl)CC2 (stereo not given) | 0.5 | -0.1 | -1 | 1
Cc1cc(/C=C2\C(=N)N3N=C(c4ccccc4)SC3=NC2=O)c(C)n1-c1ccc(F)cc1 | 0.6 | -0.2 | 15 | -2
Cc1ccc(-c2csc(/C(C#N)=C/Nc3ccc(C(N)=O)cc3)n2)cc1 | -1.2 | 0.6 | 7 | 6
COc1ccc(OC)c(Nc2nc(-c3cccc(NC(=O)c4ccccc4)c3)cs2)c1 | 0.6 | -0.1 | 11 | 4
O=C(OC1CCOC1=O)C1=NN(c2ccccc2)C(=O)CC1 (stereo not given) | 1.8 | 0.2 | -21 | -20
O=C(N/N=C/c1ccccc1F)/C(=C/c1ccccc1O)NC(=O)c1ccccc1 | -5.6 | 0.0 | 3 | 89*
CCOC(=O)c1sc(N2C(=O)C(=O)/C(=C(/O)c3ccc(F)cc3)C2c2ccc(OC)cc2)nc1C (stereo not given) | 1.0 | -0.1 | 0 | -4
CN1CCN(C(=O)c2ccc(-c3nc(C(=O)NC4CC4)cs3)cc2)CC1 | 1.2 | 0.9 | 13 | 1
COc1ccc(C2C(C(=O)OC3CCCCC3)=C(C)Nc3nnnn32)c(OC)c1OC (stereo not given) | 0.7 | -0.1 | 12 | -5
CCN1CCN(C(=O)c2cc3sc4ccccc4c3s2)CC1 | -3.0 | -0.1 | 3 | -8
COc1ccc(NC(=O)c2sc3ncn(CC(=O)Nc4cccc(C(F)(F)F)c4)c(=O)c3c2C)cc1OC | -0.6 | 0.1 | -8 | -3
CCOC(=O)c1c(NC(=O)CSc2nnc(CNC(=O)c3ccc([N+](=O)[O-])cc3)n2CCc2ccccc2)sc2c1CCCCC2 | -0.1 | -0.1 | -11 | -7
Cc1ccc(NC(=O)CSc2nc3c(oc4ccccc43)c(=O)n2CCCOC(C)C)cc1 | -1.3 | 0.3 | 10 | 2
CCn1c(=O)cc(SCC(=O)NCCCN2CCN(C)CC2)c2ccccc21 | -0.8 | -0.2 | -3 | 3
COC(=O)c1cc(OC)c(OC)c(OC)c1NS(=O)(=O)c1cc(C)ccc1C | 0.7 | 0.3 | 4 | 7
CCc1nn(CC(=O)N(C(C)C)C(C)C)c(=O)c2cc3oc(C)cc3n12 | -0.5 | -0.1 | -1 | -2
Cc1c(N)cccc1-n1c(C)ccc1C | -0.8 | -0.2 | 13 | 3
Cn1c(=O)c2c(nc(NC3CCCCC3)n2Cc2ccccc2Cl)n(C)c1=O | -0.9 | 0.1 | 16 | -22
CCOC(=O)COc1cc2occ(-c3cscn3)c(=O)c2cc1C | -0.6 | -0.2 | -3 | -5
c1ccc(Nc2nc(N3CCN(c4ccccn4)CC3)nc3nc[nH]c23)cc1 | -0.2 | 0.1 | -3 | -1
C=CCn1nc2n(c1=O)-c1ccccc1SC2 | 0.1 | 0.5 | -13 | 8
O=C1OC(c2ccccc2F)=N/C1=C/c1cccc2ccccc12 | -0.5 | 0.2 | -1 | 2
O=C1CCCc2c1cc(C(=O)Nc1ccccc1)c(=O)n2-c1ccccc1 | 2.1 | 0.1 | 6 | 4
Cc1cc(Cl)ccc1NC(=O)/C(=C/c1cccc([N+](=O)[O-])c1)NC(=O)C1CCCCC1 | -0.8 | 0.4 | 12 | 5
COc1nc(NCCN(C(C)C)C(C)C)nc(-c2cccc(C(C)=O)c2)n1 | -2.3 | 0.1 | -3 | 3
COc1cccc(/C=C2\C(=O)NC(=O)N(c3cccc(Br)c3)C2=O)c1OC | 1.3 | -0.1 | 1 | -11
Cc1cc(N2C(=O)c3oc4ccccc4c(=O)c3C2c2ccc(Cl)cc2)no1 (stereo not given) | 0.8 | -0.1 | -9 | -11
COc1ccc(OC)c(C2NC(=S)NC(C)=C2C(=O)OCC(C)C)c1 (stereo not given) | -0.1 | 0.0 | 1 | 8
COc1ccc2c(CCNC(N)=S)c[nH]c2c1 | -1.3 | 0.6 | 15 | 1
O=C(Nn1cnnc1)c1cccc(F)c1 | -0.8 | -0.1 | 9 | -3
O=C(Nc1ccc2c(c1)OCO2)C12CC3CC(CC(O)(C3)C1)C2 | 1.2 | 0.1 | 13 | -14
O=C(O)CCc1ccc(S(=O)(=O)NCCc2ccccc2)cc1 | -0.5 | -0.2 | -18 | 1
CCCN(c1ccc(C(=O)OC)cc1)S(=O)(=O)c1ccccc1 | -0.4 | 0.1 | 3 | 0
COc1cc(OC)cc(C(=O)NCC2CCCO2)c1 (stereo not given) | 1.1 | 0.1 | 4 | 4
CCN(CC)c1cc(Cl)c2nonc2c1[N+](=O)[O-] | -1.6 | -0.8 | 4 | 1

More results follow.
canonical_smiles | GPR151 activ | FBW7 activator | MITF inh | TEAD-YAP inh
CCN(CC)CCCN(Cc1ccco1)C(=S)Nc1ccccc1OC | -0.2 | -0.1 | 6 | 8
CCOC(=O)c1ccc(CN(Cc2ccc(F)cc2)S(=O)(=O)c2ccc(C(C)(C)C)cc2)cc1 | 1.1 | 0.0 | -1 | -7
COc1ccccc1N1CCN(c2ncc(C(=O)Nc3cccc(Cl)c3)c3ccccc23)CC1 | -0.3 | 0.2 | 13 | 6
CCOC(=O)c1ccccc1NC(=O)C1c2ccccc2C(=O)N(C2CCCCC2)C1c1ccc(OC)cc1 (stereo not given) | -0.7 | -0.1 | -3 | -2

Screening results (PubChem BioAssay)
